HttQ103 aggreg: reduces HttQ103-GFP aggregates in PC12 cells; PC12 HttQ103-GFP aggregates, Acumen cytometry, 40 h; Potency, µM (highest dose often 46.1 µM), for the others: at the highest dose activity change, negative = inhibition, hits mostly inhibitors; hit rate 1.1% among 220,000; further: on the % scale 0 is the no-effect control and ±100 the full control effect; nearly all actives have a fitted effect of over 60% in size
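Inducible Q103 Huntingtin exon 1–GFP PC12 line, 1500 cells/well in phenol red free DMEM with 5% equine and 5% calf serum. Tebufenozide 100 nM induced expression; compounds titrated; aggregates quantified by cytometry.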
GAA glycogen mod: alters human alpha-glucosidase cleavage of glycogen; recombinant GAA, glycogen substrate, Amplex Red glucose oxidase fluorescence; Potency, µM (titrated, usually from 76.4 µM), inactives show at the highest dose activity change, negative = inhibition, most hits filed as inhibitors; hit rate 0.38% among 300,000; AID 2100;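 further: 0% = full enzyme reaction and -100% = no-enzyme basal signal; the screen sought inhibitors and activators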
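Natural-substrate format: glycogen cleavage by 4 nM human enzyme, glucose read by Amplex Red coupling (Ex 573, Em 610 nm). Normalized to enzyme and no-enzyme controls.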
IMPase Li inh: IMPase inhibition in cells with lithium potentiation. CHO-M1 cells, IP1 TR-FRET (IP-One), carbachol + lithium. Potency, µM (top dose mostly 59.4 µM), for inactives: at the top dose activity, negative = IMPase inhibition, most hits filed as inhibitors. hit rate 0.35% among 210,000;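 further: IP1 builds up when IMPase is blocked and the TR-FRET signal falls; plate controls were basal vehicle for no effect and high inhibitor control for full effect; nearly all actives have a fitted effect of over 50% in size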
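Concentration–response in CHO-M1 cells, lithium-potentiated; 30 min at 37C. IP1 detected by competitive TR-FRET after 10 min lysis at RT. Hill-fitted AC50.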
HTT cytoprotect: cytoprotection in Huntington HTT-Q103 PC12 cell model. PC12 HTT-Q103 induced, cytoprotection, ATP luminescence, 40 h. Potency, µM (titrated, usually from 56.4 µM), for the others: cytoprotection (ATP increase), hits mostly activators. hit rate 0.14% among 230,000;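 further: % of control where 0% means no effect; nearly all actives have a fitted effect of over 45% in size; toxic huntingtin expression switched on by the ecdysone agonist tebufenozide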
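Readout: ATPlite luminescence (ATP level). Model: stable PC12, inducible Htt exon1 Q103-GFP. Inducer: tebufenozide, 100 nM final. Compounds: dose series. No G418 in medium.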
aGlu spleen mod: inhibitors or activators of human alpha-glucosidase in spleen homogenate; P10253; human spleen homogenate, 4-MU-alpha-glucoside fluorescence; Potency, µM (doses to about 79.9 µM), for inactives: at the top dose activity change, negative = inhibition, actives largely listed as inhibitors; hit rate 0.006% among 240,000; AID 2112;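 further: 0% = enzyme with vehicle and -100% = no enzyme basal signal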
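Enzyme source: human spleen homogenate, 1 ug/well. Buffer 50 mM citric acid/K phosphate pH 5.0, 0.01% Tween-20. 4-MU-alpha-glucoside 1 mM; 37 C x 40 min; NaOH/glycine stop; fluorescence.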
RGS12 GoLoco inh: RGS12 GoLoco-Gai1 interaction inhibition | P63096 | Gai1:RGS12 GoLoco peptide FP, rhodamine, 10 min | Potency, µM (doses to about 61.6 µM), inactives show at the top dose activity, negative = inhibition, most hits filed as inhibitors | hit rate 0.44% among 230,000 | AID 880; active means well fitted inhibition curve with a large enough effect, not every such curve was filed as active; inactive means no such curve, though single readings can be large or run the other way; further: on the % scale 0 is the no-effect control and ±100 the full control effect; nearly all actives have a fitted effect of over 30% in size; many of its hits are not listed in these tables
Target sequence (P63096 whole entry, looked up): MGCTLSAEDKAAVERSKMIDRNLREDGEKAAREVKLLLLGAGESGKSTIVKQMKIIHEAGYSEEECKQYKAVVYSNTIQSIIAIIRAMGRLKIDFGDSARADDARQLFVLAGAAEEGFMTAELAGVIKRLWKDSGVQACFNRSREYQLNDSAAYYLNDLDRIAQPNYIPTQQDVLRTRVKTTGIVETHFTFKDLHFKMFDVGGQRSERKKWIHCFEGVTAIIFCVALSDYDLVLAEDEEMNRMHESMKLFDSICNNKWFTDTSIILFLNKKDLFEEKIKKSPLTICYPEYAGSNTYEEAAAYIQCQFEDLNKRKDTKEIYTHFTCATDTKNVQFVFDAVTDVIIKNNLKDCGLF
GAA inh: alpha-glucosidase (human) inhibition | P10253 | purified human GAA, 4-MU-alpha-glucoside fluorescence | Potency, µM (series often up to 76.9 µM), for the others: at the top dose activity change, negative = inhibition, usual class: inhibitors | hit rate 0.005% among 200,000;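 further: plate controls were uninhibited enzyme wells for no effect and no-enzyme background for full effect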
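Human enzyme at 4 nM with 400 uM 4-methylumbelliferyl-alpha-D-pyranoside, citrate/phosphate buffer pH 5.0, 0.005% Tween-20, 20 min at room temperature. Compounds up to 77 uM. 4-MU fluorescence (Ex 365/Em 440) read after NaOH/glycine stop; AC50 from Hill fit.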
An asterisk follows results filed as active; ? = inconclusive; . = not tested or not shown; & = joins results of further samples; [ ] = remark or other dose. Unless noted, the call rests on the fitted dose curve; in most records, active means well fitted curve in the direction sought with a large enough effect; inconclusive means small, poorly fitted or top-dose-only effect, or another doubt; inactive means no such curve, though single readings can be large; an effect the other way counts as inactive or inconclusive. Potency means the concentration at half of the fitted maximal effect. An excerpt; count on the stated rates, not on these rows.

structure	HttQ103 aggreg	GAA glycogen mod	IMPase Li inh	HTT cytoprotect	aGlu spleen mod	RGS12 GoLoco inh	GAA inh
COc1ccc(Oc2nc(SC)nc3ccccc23)cc1	-27.9%	-5.6%	10µM*	19.8%[10 µM]	-6.3%	-3.0%	11.2%
CN1C(=S)SC(/[N+]([O-])=C\c2cccs2)C1(C)C (centres undefined)	-27.2%	-13.4%	-13.8%[38.3 µM]	-16.2%[0.074 µM]	-5.0%	3.0%	-3.5%
Cn1c(=O)c2c(ncn2CC(=O)OCC(=O)Nc2ccccc2Cl)n(C)c1=O	-2.9%	16.9%	-6.9%	20.4%[10 µM]	4.9%	-7.2%	-9.5%
C=CS(=O)(=O)c1sc(Cl)c(N2CCOCC2)c1[N+](=O)[O-]	-0.3%[9.22 µM]	-12.3%	20.5%	-24.2%[10 µM]	-4.9%	-15.3%	-14.3%
Cc1ccc(-c2nc(CS(=O)(=O)CC(=O)NCCCN3CCN(C)CC3)c(C)o2)cc1	-27.6%	6.9%	7.1%[38.3 µM]	-9.4%	2.5%	-10.2%	0.1%
O=C(NC1CCSC1=O)c1ccccc1 (centres undefined)	6.6%	0.2%	-2.8%[38.3 µM]	-2.9%	-0.2%	7.2%	2.1%
CC(=O)Nc1ccc(NC(=O)C(C)Oc2ccccc2F)cc1 (centres undefined)	-8.8%	-3.8%	-1.0%	0.5%[10 µM]	1.4%	-2.2%	-0.4%
O=c1c2ccccc2nnn1Cc1ccc2ccccc2c1	3.9%[9.22 µM]	4.1%	11.0%	11.0%[10 µM]	-0.5%	17.4%	?
CN(C)S(=O)(=O)c1ccc(N2CCOCC2)nc1	-10.4%	-2.3%	-5.6%[38.3 µM]	-12.7%[0.074 µM]	-2.2%	3.3%	-5.3%
CC(C)(C)CC(=O)Nc1nnc(-c2cccs2)s1	3.1%	4.6%	11.2µM*	-21.6%[10 µM]	-4.9%	-4.4%	6.9%
O=c1cc(C(Cl)(Cl)Cl)oc2c1ccc1ccccc12	7.08µM*	6.1%	1.5%[38.3 µM]	-75.5%[inhibitor]	-7.2%	-1.1%	-0.6%
CCN(CC)CCNCc1ccc(-c2ccc(Cl)cc2)o1	?	1.9%	.	-24.3%[0.074 µM]	-8.9%	.	2.8%
COc1ccc(O)c(/C=N/Nc2nc(Nc3ccccc3)nc(-n3nc(C)cc3C)n2)c1	?	-4.1%	0.7%[38.3 µM]	-78.1%[inhibitor][10 µM]	-0.9%	-10.4%	-4.2%
Cc1ccc(NC(=O)COC(=O)C2COc3ccccc3O2)cc1S(=O)(=O)N1CCOCC1 (centres undefined)	-1.9%	7.9%	0.4%	21.8%[0.074 µM]	-3.8%	-6.9%	-3.3%
CN(CCCNC(=O)c1cn(C)c2ccc(S(=O)(=O)N(C)C)cc2c1=O)c1ccccc1	19.8%	-16.2%	4.6%	-2.4%	0.7%	0.1%	-0.5%
N#Cc1ccccc1NC(=O)CSc1ccc([N+](=O)[O-])cn1	-7.7%	4.2%	2.8%	19.2%	0.5%	5.0%	-3.3%
COc1ccccc1NC(=O)CSc1nc2ccccc2n1C(C)=O	-4.1%	5.2%	-2.2%[38.3 µM]	-10.7%	6.5%	-10.9%	0.9%
CCn1c(SCC(N)=O)nnc1C(C)C	3.9%	6.6%	-7.6%	-39.0%	-0.4%	169.2%[activator]	6.2%
Cc1csc(NC(=O)c2nc3nccc(C)n3n2)n1	21.3%	6.4%	5.7%[38.3 µM]	-28.2%[10 µM]	-7.2%	6.5%	-3.6%
CN1CCN(C(=O)CCNC(=O)Cn2ccc3ccccc3c2=O)CC1	3.8%	17.2%	12.6%[38.3 µM]	1.9%[10 µM]	1.9%	3.1%	-0.7%
Cc1ccc(Nc2cc(=O)n(C3CCCCC3)c(=O)[nH]2)cc1C	?	0.0%	12.1%[38.3 µM]	-15.4%	-20.9%	5.5%	-9.3%
O=S(=O)(c1cccs1)N1CCN(c2ccc(O)cc2)CC1	-6.6%[9.22 µM]	.	.	-28.7%[10 µM]	-1.6%	-4.1%	.
CC(c1ccccc1)n1cc(C(=O)NCc2ccccn2)nn1 (centres undefined)	11.9%[9.22 µM]	0.1%	-8.1%[38.3 µM]	-0.1%[10 µM]	-5.7%	-3.7%	-1.2%
c1ccc(Cc2nnc3sc(-c4cccs4)nn23)cc1	24.1%	?	18.9%[38.3 µM]	-28.2%[0.074 µM]	8.4%	-5.1%	5.9%
CC(C)c1onc(C(=O)Nc2sc3c(c2C#N)CCC3)c1[N+](=O)[O-]	10.6%	-12.6%	0.6%	-23.9%	-0.7%	1.9%	-4.6%

Molecules shown so far containing a cyano group, in the order listed:
structure	HttQ103 aggreg	GAA glycogen mod	IMPase Li inh	HTT cytoprotect	aGlu spleen mod	RGS12 GoLoco inh	GAA inh
N#Cc1ccccc1NC(=O)CSc1ccc([N+](=O)[O-])cn1	-7.7%	4.2%	2.8%	19.2%	0.5%	5.0%	-3.3%
CC(C)c1onc(C(=O)Nc2sc3c(c2C#N)CCC3)c1[N+](=O)[O-]	10.6%	-12.6%	0.6%	-23.9%	-0.7%	1.9%	-4.6%

The list goes on.
structure	HttQ103 aggreg	GAA glycogen mod	IMPase Li inh	HTT cytoprotect	aGlu spleen mod	RGS12 GoLoco inh	GAA inh
COc1cccc(OCCNC(=O)c2cccc(OC)c2)c1	-11.8%	-0.8%	-5.6%[38.3 µM]	-7.8%	-6.7%	4.6%	-0.2%
O=C(Cn1nnc2ccccc2c1=O)NCCc1ccccc1	7.9%	-1.1%	4.4%	-20.8%[10 µM]	5.2%	-10.4%	?
Cc1cc(C)n(C(=O)C(C(=O)c2ccccc2)C(C)C)n1 (centres undefined)	9.0%	-3.3%	3.7%	.	-1.5%	-8.4%	-13.9%
CCCSc1nc(C)c(-c2csc(C(C#N)=C3CCCC3)n2)cc1C#N	?	-10.7%	2.8%[38.3 µM]	15.4%	-4.0%	112.6%[activator]	8.9%
CC(NC(=O)c1ccccc1Br)c1nnc(SCc2ccc([N+](=O)[O-])cc2)n1C (centres undefined)	22.5%	1.0%	4.3%[38.3 µM]	-31.0%	-0.4%	6.0%	-0.7%
C=CCNC(=O)O/N=C/c1csc([N+](=O)[O-])c1	6.9%[9.22 µM]	3.1%	.	11.9%[10 µM]	5.7%	6.8%	10.9%[15.4 µM]
COc1ccc2c(c1)nc(NCCCO)n2Cc1ccccc1	10.2%[9.22 µM]	1.9%	.	19.2%[10 µM]	-14.0%	3.5%	.
O=C1N=c2ccccc2=C1c1sc(=O)[nH]c1O	-1.2%[9.22 µM]	3.2%	.	9.3%[10 µM]	-1.2%	14.4%	-1.6%
C[C@@H](C(=O)Nc1ccc2ccccc2c1)[C@H]1C[C@]1(C)[C@H](NP(=O)(c1ccccc1)c1ccccc1)c1ccccc1	?	0.9%	17.3%&-1.5%	-128.7%[inhibitor]	4.4%&-7.1%	-2.6%&2.7%	-4.7%
CCN(CC)CCCN=Cc1c(O)n(-c2ccc(C)cc2)c(=O)c2ccccc12	6.7%[9.22 µM]	-3.9%	.	7.2%[10 µM]	6.5%	1.6%	.
Cc1nn(-c2ccccc2)c2c1C1(C(=O)Nc3ccccc31)N1C(=N2)Sc2ccccc21 (centres undefined)	?	-5.1%	3.5%[38.3 µM]	-19.8%[10 µM]	0.8%	2.8%	-8.9%
Cc1nc(CS(=O)(=O)c2ccc(Cl)cc2)cc(Sc2ccc(Cl)cc2)n1	-28.4%	-5.8%	-13.7%[38.3 µM]	18.0%[10 µM]	-2.3%	5.0%	-9.6%
COc1cc2c(cc1NC(=O)C1CCCO1)oc1ccccc12 (centres undefined)	-17.6%	-19.0%	12.7%[38.3 µM]	-20.4%	-16.0%	6.8%	?
Cc1ccc(NC(=O)CCn2nc(C)cc2C)c(C)c1	0.7%	7.8%	21.6%[38.3 µM]	4.0%	3.5%	-11.9%	-0.7%
COc1cc(OC)cc(C(=O)NCC(=O)OCc2cc(=O)oc3cc(OC)ccc23)c1	0.0%[9.22 µM]	2.8%	.	13.4%[10 µM]	6.2%	7.0%	-5.1%
CNS(=O)(=O)c1cccc(C(=O)OCC(=O)Nc2ccc(Cl)cc2F)c1	29.9%[9.22 µM]	-4.6%	.	23.0%[10 µM]	-5.0%	4.7%	.
CN(C)c1nccc(N(Cc2ccccc2)Cc2ccccc2)c1C#N	-27.9%	-4.2%	29.7%[38.3 µM]	-13.0%	-4.4%	-1.6%	-10.2%
O=C(COc1ccc(Cl)cc1)Nc1ccc2oc(-c3ccncc3)nc2c1	-17.1%	5.0%	3.2%[38.3 µM]	-11.3%[10 µM]	-0.2%	5.1%	3.2%
Cc1nc2cc(NC(=O)COc3ccc(C#N)cc3)ccc2n1-c1ccccc1	-1.0%	-10.1%	18.6%[38.3 µM]	13.3%	7.9%	56.8%[activator]	0.8%
CCN1CC2([N+](=O)[O-])CC=C(OC)C([N+](=O)[O-])(C1)C2 (centres undefined)	6.0%	8.6%	3.2%	11.8%[10 µM]	1.3%	-7.5%	2.5%
Cc1cccc(-n2c(O)c(C=NC3CCS(=O)(=O)C3)c3ccccc3c2=O)c1 (centres undefined)	-2.9%	5.9%	17.0%[38.3 µM]	-13.4%	-2.1%	15.2%	-10.5%
Cc1cc2cc(CCNC(=O)CC(C)(C)C)c(=O)[nH]c2cc1C	-23.6%	1.7%	17.8%[38.3 µM]	6.3%	8.5%	-0.7%	3.3%
CCCC(=O)NCCc1nc2cc([N+](=O)[O-])ccc2n1C	18.1%	-3.3%	11.3%	11.1%[0.074 µM]	3.1%	-0.1%	-1.9%
COc1cc(/C=C2/SC(=S)N(CC(=O)O)C2=O)ccc1OC(=O)c1cccs1	-5.8%[9.22 µM]	-1.5%	.	-21.3%[10 µM]	-1.5%	39.2%[activator]	.
CCOC(=O)c1c[nH]c2c(Cl)ccc(Cl)c2c1=O	-8.1%	-0.1%	-28.8%[38.3 µM]	4.0%	3.6%	6.3%	2.0%
